PTHR1 ag: agonists of human PTHR1 parathyroid hormone receptor; Q03431; HEK293 GP2 PTHR1 cells, GloSensor cAMP luminescence, 1 h; Potency, µM (doses to about 115 µM), inactives show at the top dose activation, actives largely listed as activators; 410,000 compounds, 0.075% hits; also: potency is read from the fitted curve at half-maximal effect; nearly all actives have a fitted effect of over 55% in size; some results filed as inactive show a strong effect at the top dose; inactives centre near -15; many of its hits are not listed in these tables
Target sequence (Q03431 whole entry, looked up): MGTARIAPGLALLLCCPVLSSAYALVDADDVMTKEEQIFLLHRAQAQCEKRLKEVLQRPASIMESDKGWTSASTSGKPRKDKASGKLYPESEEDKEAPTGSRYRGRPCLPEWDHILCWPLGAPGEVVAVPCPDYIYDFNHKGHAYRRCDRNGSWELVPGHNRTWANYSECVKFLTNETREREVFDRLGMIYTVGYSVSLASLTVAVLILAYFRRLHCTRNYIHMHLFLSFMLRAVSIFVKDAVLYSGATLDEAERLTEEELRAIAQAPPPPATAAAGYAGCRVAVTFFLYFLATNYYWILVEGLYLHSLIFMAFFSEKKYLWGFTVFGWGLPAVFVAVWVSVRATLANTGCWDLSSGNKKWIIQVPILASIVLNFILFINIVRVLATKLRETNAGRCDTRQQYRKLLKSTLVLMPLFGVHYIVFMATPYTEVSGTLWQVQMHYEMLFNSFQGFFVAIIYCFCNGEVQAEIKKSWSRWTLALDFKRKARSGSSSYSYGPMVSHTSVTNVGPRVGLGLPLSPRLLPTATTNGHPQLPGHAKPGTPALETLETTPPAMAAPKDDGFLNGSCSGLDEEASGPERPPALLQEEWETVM
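HEK-293-derived GP2 cells expressing PTHR1 and a GloSensor cAMP reporter, 3,000/well, plated overnight, given luciferin plus IBMX (each 0.5 mM as added) for 1 h at 37 °C, then compound for 1 h at 37 °C. Luminescence was read after 15 min at room temperature.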
Akt phos inh: blocks phosphorylation of Akt; AID 651550; Neuro2A IGF-stimulated pAkt S473 HTRF, 20 min; active compounds read low; 360,000 compounds, 0.32% hits; activity change, % for hits at 50 µM; in the data active = activity change below about -80%; inconclusive = mostly about -51% to -80%; also: % is scaled to controls: 0 for no effect and ±100 for the full control effect
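Single-point screen (50 µM final compound) in Neuro2A cells stimulated 20 min with 6 nM IGF at 37 deg C. After lysis, Ser473-phosphorylated Akt read by HTRF (ex 330 nm, em 615/665 nm) as the 665/615 ratio.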
MmCpn inh: inhibitors of Methanococcus maripaludis chaperonin (MmCpn) | purified Mm-Cpn ATPase, ADP Transcreener TR-FRET | Potency, µM (top dose mostly 76.9 µM), without a hit: top-dose activity, negative = inhibition, most hits filed as inhibitors | 330,000 compounds, 0.031% hits | AID 504842; also: potency is read from the fitted curve at half-maximal effect; % is scaled to controls: 0 for no effect and ±100 for the full control effect; nearly all actives have a fitted effect of over 80% in size
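ATP (10 uM final) was added to archaeal chaperonin (25 nM final) after 10 min exposure to test compound at 37°C; after 30 min further incubation, ADP was detected by competitive TR-FRET.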
Abeta yeast res: compounds reversing amyloid beta toxicity in yeast; Potency, µM (top dose mostly 46.1 µM), for the others: top-dose growth rescue, usual class: activators; yeast expressing A-beta42, growth rescue, OD600, 48 h; response scale: 0% DMSO, 100% iron-clioquinol control; 410,000 compounds, 0.063% hits; also: potency is read from the fitted curve at half-maximal effect; nearly all actives have a fitted effect of over 55% in size
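Growth rescue measured by 600 nm absorbance after 48 h yeast culture at 30 C with compound. Values normalized between DMSO and an equimolar ferric chloride plus clioquinol control.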
GLP1R cytotox: cytotoxicity in counter-screen for GLP-1R inverse agonists; HEK293 cAMP-luciferase reporter cells, luminescence, 24 h; Potency, µM (doses to about 38.3 µM), for the others: top-dose activity change, negative = inhibition, hits mostly inhibitors; 410,000 compounds, 0.13% hits; AID 624418;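 also: loss of luciferase light is scored as toxicity; potency is read from the fitted curve at half-maximal effect; % is scaled to controls: 0 for no effect and ±100 for the full control effect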
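Quantitative HTS format, 1536 wells, 200 cells/uL seeded. Compounds: 23 nL, 24 h, 37 °C. Detection: luciferase reagent, luminescence at 12 min RT; decreased signal taken as cytotoxic.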
GLP1R inv ag: GLP-1 receptor (human) inverse agonism. P43220. HEK293 GLP-1R CRE-luciferase, luminescence, 24 h; GLP-1R form is constitutively active. Potency, µM (series often up to 38.3 µM), for inactives: top-dose activity change, negative = inhibition, most hits filed as inhibitors. 410,000 compounds, 1.6% hits. AID 624417; also: potency is read from the fitted curve at half-maximal effect; % is scaled to controls: 0 for no effect and ±100 for the full control effect; nearly all actives have a fitted effect of over 55% in size
Target sequence (P43220 whole entry, looked up): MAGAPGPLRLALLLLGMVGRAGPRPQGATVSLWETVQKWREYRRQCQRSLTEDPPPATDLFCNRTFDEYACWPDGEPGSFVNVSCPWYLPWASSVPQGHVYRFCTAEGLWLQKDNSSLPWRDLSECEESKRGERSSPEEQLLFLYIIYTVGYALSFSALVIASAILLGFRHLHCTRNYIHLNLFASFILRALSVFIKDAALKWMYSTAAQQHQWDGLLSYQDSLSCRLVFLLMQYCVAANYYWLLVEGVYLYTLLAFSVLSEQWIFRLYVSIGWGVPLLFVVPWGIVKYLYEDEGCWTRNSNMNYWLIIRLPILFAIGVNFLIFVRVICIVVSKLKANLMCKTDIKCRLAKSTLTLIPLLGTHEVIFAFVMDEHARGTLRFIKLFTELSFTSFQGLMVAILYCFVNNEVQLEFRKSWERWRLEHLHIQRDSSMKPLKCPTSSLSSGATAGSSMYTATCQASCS
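GLP-1R inverse agonism mode: basal reporter luminescence in engineered HEK293 cells measured after one day of compound exposure at 37 deg C, with a 12 min room-temperature detection step.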
aSyn yeast inh: inhibitors of alpha-synuclein toxicity in yeast. Yeast expressing alpha-synuclein, growth rescue, BacTiter-Glo, 24 h. Potency, µM (titrated, usually from 46.1 µM), without a hit: at the highest dose growth rescue (activation), most hits filed as activators. 370,000 compounds, 0.14% hits. AID 652106; also: potency is read from the fitted curve at half-maximal effect; % of control where 0% means no effect; nearly all actives have a fitted effect of over 65% in size
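Galactose-induced alpha-syn yeast (OD600=0.02, raffinose-pregrown) + pinned cpd, 24 hr, 30 deg C; growth by BacTiter-Glo luminescence. Growth restoration scores as activation.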
TDP43 rescue: TDP-43 toxicity inhibition in yeast. 410,000 compounds, 1.8% hits. Potency, µM (top dose mostly 46.1 µM), for the others: at the top dose growth rescue (activation), most hits filed as activators. TDP-43 expressing yeast growth rescue, BacTiter-Glo, 24 h. AID 652104; also: potency is read from the fitted curve at half-maximal effect; % of control where 0% means no effect; nearly all actives have a fitted effect of over 50% in size
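Galactose-induced TDP-43 yeast, OD600=0.02, compound pinned; 24 hr, 30 deg C; BacTiter-Glo luminescence for growth. Inhibitors of TDP-43 toxicity read as activators.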
FUS suppressor: FUS proteinopathy suppression in yeast; S. cerevisiae FUS-expressing, growth rescue, OD600, 24 h; Potency, µM (titrated, usually from 76.6 µM), for inactives: top-dose growth rescue (activation), most hits filed as activators; 390,000 compounds, 0.24% hits; AID 1347120;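 also: potency is read from the fitted curve at half-maximal effect; plate controls were DMSO vehicle for no effect and reference control for full effect; nearly all actives have a fitted effect of over 55% in size; some results filed as inactive show a strong effect at the top dose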
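Read-out: OD at 600 nm after 24hr at 30C, reporting rescue of FUS-induced yeast toxicity. Cells at OD 0.005 in galactose (2%) minimal medium; compounds tested in a dilution series; CP55940 titration from 92uM final as control.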
* = called active by the depositor; i = inactive; ? = inconclusive; / = not tested or not shown; [ ] = dose if it differs, or a comment. Unless noted, calls follow the shape of the dose curve; as a rule, active = well fitted curve in the direction sought with a large enough effect; inconclusive = small, poorly fitted or top-dose-only effect, or another doubt; inactive = no such curve, though single readings can be large; an effect the other way counts as inactive or inconclusive. A portion of the library (hit frequency here may not be typical).

molecule	Abeta yeast res	MmCpn inh	GLP1R cytotox	GLP1R inv ag	TDP43 rescue	FUS suppressor	PTHR1 ag	aSyn yeast inh	Akt phos inh
COc1cc2c(cc1C1NC(=S)NC(C)=C1C(N)=O)CCCC2 (configuration not stated)	-9%	0%	1%	13%	-9%	-24%	-10%	0%	i
CCN(c1ccccc1)c1nnc(NC(=O)Nc2cccc(C(F)(F)F)c2)s1	-7%	/	9%	7%	10%	-30%	i	/	/
Cc1oc2c(c1C(=O)Nc1ccc(F)c(F)c1)C1=NCCN1C=N2	-9%	/	-12%	3%	4%	-20%	i	/	/
O=[N+]([O-])c1ccc(SCc2c(F)cccc2Cl)nc1	-8%	-10%	-13%	?	-9%[1.82 µM]	9%	-26%	2%	i
Cc1ccc(NC(=O)CCc2c(C)nc3nc(C)nn3c2C)c(Cl)c1	-9%	/	1%	3%	13%	-15%	-11%	/	/
COc1cccc(C2CC(=O)C3=C(C2)Nc2ccccc2N(C(=O)CCC(=O)O)C3c2ccc(F)cc2)c1 (configuration not stated)	-2%	1%	10%	3%	-27%	39%	-17%	2%	i
CCOC(=O)c1ccccc1NC(=O)CN(c1ccccc1C)S(C)(=O)=O	1%	0%	13%	?	7%	27%	i	/	/
Cc1csc(NC(=O)CSc2nc(=O)cc(N)n2-c2ccc(F)cc2)n1	10%	1%	-6%	10%	-11%	13%	23%	-10%	i
FC(F)(F)c1ccc(Oc2ccccc2Cl)nc1	7%	0%	1%	0%	20%	/	-61%	-1%	i
CCOc1ccc(NC(=O)C(c2ccccn2)N(C(=O)CCl)c2ccc(OCC)cc2)cc1 (configuration not stated)	-10%	-7%	-7%	16%	-8%	/	-5%	1%	i
COc1ccc(/C=N/N=C/c2ccc(OC)cc2)cc1	8%	1%	-8%	2%	9%	-44%	i	-12%	i
Cc1c(N2C(=O)c3ccc4c5c(ccc(c35)C2=O)CC4)c(=O)n(-c2ccccc2)n1C	22%	-4%	-20%	0%	11%	29%	i	9%	i
CC(=O)c1c(C)nn(CC(O)Cn2c3c(c4cc(C)ccc42)CCCC3=O)c1C (configuration not stated)	?	-6%	3%	-13%	-5%	27%	i	19%	i
Oc1ccc(N2CCN(c3nc(-c4cccs4)nc4ccccc34)CC2)cc1	-11%	1%	-14%	?	?	29%	-1%	3%	i
CCc1ccc(NC(=O)CSc2nc3c(sc4ccccc43)c(=O)n2CCCOC(C)C)cc1	-4%	/	3%	15%	-32%[inhibitor]	-8%	-13%	/	/
COc1ccccc1-c1nnc(SCC(=O)NC2CCCCC2)o1	15%	0%	1%	-16%	19%	4%	-60%[inhibitor]	?	i
CC1CCN(C(c2ccc(F)cc2)c2sc3nc(-c4ccco4)nn3c2O)CC1 (configuration not stated)	-3%	/	2%	?	-11%	21%	i	/	/
CCOC(=O)c1cccc(N2C(=O)c3ccccc3S2(=O)=O)c1	-15%	-1%	-9%	-2%	11µM*	-9%	-46%[inhibitor]	/	/
COc1ccc(C(C)(NC(C)=O)c2nc(-c3cnc4ccccc4c3)cs2)cc1 (configuration not stated)	10%	/	-9%	14%	29%	13%	-44%[inhibitor]	-10%	i
CCOC(=O)CCCNC(=O)COC(=O)CCC(=O)c1ccc(F)cc1	-11%	1%	-2%	3%	-12%	7%	-15%[57.5 µM]	0%	i
O=C(CSc1ccc2nnc(-c3ccc(F)cc3)n2n1)N1CCOCC1	-12%	/	-19%	7%	-27%	-16%	20%	-1%	i
Cc1cccc2cc(C(c3nnnn3CC3CCCO3)N3CCOCC3)c(=O)[nH]c12 (configuration not stated)	12%	0%	-8%	5%	-3%	9%	-5%[57.5 µM]	1%	i
CC(Cc1ccccc1)C(=O)NCCO (configuration not stated)	-14%	2%	4%	24%	3%	-23%	-13%	-5%	i
Cc1cccc(NC(=O)COC(=O)c2ccc(S(=O)(=O)N3CCCC3)cc2)c1	7%	1%	16%	4%	8%	-5%	-23%	1%	i
CC(=O)Nc1ccc2c(c1)-c1ccc(F)cc1C2	-5%	/	1%	3%	?	/	-23%	17%	i
CC1=C(C(=O)NCc2cccc(F)c2)C2(CCCCCC2)OC1=O	17%	/	14%	-18%	15%	13%	24%	/	/
CC(C)(C)OC(=O)[C@H](NC(=O)OCc1ccccc1)c1ccccc1	7%	5%	-26%	-7%	?	21%	-31%[inhibitor]	9%	i
CCOc1ccc(-n2c(=O)c3c4c(sc3n(CC(=O)NC(C)CC)c2=O)CCCCC4)cc1 (configuration not stated)	0%	/	-3%	3%	0%	-30%	-25%	/	/
CC(CN1CCN(CC(C)C(=O)c2ccccc2)CC1)C(=O)c1ccccc1 (configuration not stated)	7%	/	3%	-17%	10%	5%	-5%	-1%	i
C=CCSc1nc2sc(-c3ccccc3)cc2c(=O)n1N	-12%	-1%	-13%	5%	1%	18%	-17%[57.5 µM]	0%	i
CC(NC(=O)CSc1ccccc1)c1ccccc1 (configuration not stated)	7%	-3%	-8%	2%	?	19%	i	13%	i
CCOC(=O)Cn1c(=O)c2c(nc3n2CC(C)CN3Cc2ccccc2)n(C)c1=O (configuration not stated)	-10%	0%	-6%	-20%	14%	20%	-4%	8%	i
CC1CCCCN1S(=O)(=O)c1ccc2[nH]c(=O)cc(C(=O)NCCc3ccc(Cl)cc3)c2c1 (configuration not stated)	-4%	/	-17%	6%	3%	8%	20%	/	/
COCCNC(=O)c1cccc(OC2CCN(Cc3cccc(C(C)=O)c3)CC2)c1	-5%	0%	-5%	-9%	18%	4%	-17%	3%	i
Cc1[nH]c(=O)c(C#N)c(C)c1[N+](=O)[O-]	-36%	4%	-14%	14%	-1%	-7%	-1%	-10%	i
O=C(CC1SCCNC1=O)NCc1ccccc1 (configuration not stated)	-2%	/	-3%	17%	-8%	-12%	-8%	-30%[inhibitor]	i
Cc1cccc(C(=O)NNC(=O)c2ccc(-c3ccccc3)cc2)c1	-3%	-1%	8%	-3%	2%	35%	i	-1%	i
NC(=Nc1ccc(N)cc1)C(N)=Nc1ccc(N)cc1	2%	-7%	-3%	11%	-10%	12%	i	1%	i
CCCCN(Cc1ccccc1)C(=O)CCN1C(=O)C2C3C=CC(C3)C2C1=O (configuration not stated)	12%	1%	-7%	?	/	14%	?	1%	i
CCOCCCNCc1ccc(OCc2ccc(F)cc2)c(OC)c1	-6%	3%	0%	1.1µM*	-12%	-18%	i	7%	i
COc1ccc(CC(=O)N/N=C/c2cccn2-c2ccc([N+](=O)[O-])cc2)cc1OC	-7%	3%	-5%	20%	12%	/	-30%	-3%	i
CC(=O)c1ccc(NC(=O)C(C)Sc2nnc(C3CC3)n2C2CC2)cc1 (configuration not stated)	0%	-7%	6%	7%	-5%	/	-28%	0%	i
O=C(NNC(=O)c1cc(Br)c(Br)s1)c1ccncc1	13%	-3%	4%	14%	?	/	-5%	0%	i
Cc1ccc(C)c(S(=O)(=O)N2CCCC2CNC(=O)C(=O)Nc2ccccc2)c1 (configuration not stated)	-9%	/	2%	?	7%	30%	-30%	?	i
N#Cc1nc(COc2ccc(Cl)cc2)oc1N1CCCC1	-17%	-3%	-1%	?	21%	23%	-23%	20%	i
Cc1ccc(NS(=O)(=O)c2cc3[nH]c(=O)c(=O)[nH]c3cc2C)c(C)c1	-19%	0%	0%	18%	-1%	-15%	-7%	0%	i
COc1cccc(NC(=O)CS(=O)(=O)Cc2nc(-c3ccc(C)cc3)oc2C)c1	6%	-5%	-7%	?	-4%	1%	i	-8%	i
COc1ccccc1C(=O)COC(=O)CN1C(=O)C2CC=CCC2C1=O (configuration not stated)	8%	0%	7%	3%	-11%	7%	-14%	1%	i
O=C(CCNC(=O)c1ccc([N+](=O)[O-])cc1)Nc1cccc(S(=O)(=O)N2CCOCC2)c1	-11%	2%	6%	4%	7%	-5%	-9%	2%	i
COC(=O)Cn1cnc2c(nnn2-c2ccc(C)cc2)c1=O	10%	0%	1%	0%	-10%	16%	i	-5%	i
C[C@@H](NC(=O)c1ncn2c1c(=O)[nH]c1ccc(Br)cc12)c1ccccc1	-1%	/	1%	15%	25%	-20%	-92%[inhibitor]	-4%	i
Cc1ccc(-c2nc(CN3CCCC(C(=O)N4CCOCC4)C3)c(C)o2)cc1 (configuration not stated)	-4%	1%	-1%	1%	6%	29%	?	2%	i
CCCCOC(=O)Nc1ccc(C(=O)OCCC)cc1	-47%[inhibitor]	2%	-22%	0%	?	7%	-35%[inhibitor]	-12%	i
N#Cc1ccc(Nc2nc(-c3ccccc3)c(C(=O)c3ccccc3)s2)cc1	-7%	/	-19%	?	29%	25%	-20%	-2%	i
CCCC12CN3CCN(CC(C3)/C1=N\NC(=O)c1ccccc1N)C2	-12%	0%	-2%	16%	4%	36%	-3%	-7%	i
O=C(CN(Cc1ccco1)C(=O)c1cc(=O)[nH]c2ccccc12)Nc1ccccc1C(F)(F)F	-8%	0%	3%	38%[activator]	-2%	24%	i	0%	i

Screening data: PubChem BioAssay, National Center for Advancing Translational Sciences (NCATS)
